TbMetRS inhib: Trypanosoma brucei MetRS inhibition. 360,000 tested, 0.4% active. inhibition, % at 11.9 µM. purified T. brucei MetRS, ATP depletion, Kinase-Glo luminescence. AID 624268;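 active = inhibition above a per-plate cutoff of the control wells' mean inhibition plus 3 SD, cut at about 5.5% in these data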;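 also: 0% = DMSO wells median and 100% = median of wells with control inhibitor compound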
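Dosing: 11.9 µM compound single dose, 0.9% DMSO; Assay system: purified T. brucei MetRS enzyme; Measured by: Kinase-Glo luciferase luminescence reporting remaining unconsumed ATP; Schedule: 15 min plus 2 h at 25 °C.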
FAS-TE inh: inhibitors of human fatty acid synthase thioesterase domain | recombinant FAS-TE, OMFH fluorogenic substrate, fluorescence endpoint | inhibition, % at 15 µM | 360,000 tested, 0.67% active;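 active = compounds whose normalised, plate-corrected inhibition of enzyme fluorescence in the single-dose primary screen is 50% or more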;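 also: 0% = DMSO with enzyme and 100% = substrate without enzyme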
CSN inh: inhibitors of human CSN-mediated cullin deneddylation; Q92905; 360,000 tested, 0.38% active; Purified CSN, SCF-Nedd8-OG deneddylation, fluorescence polarization; inhibition, % at 12.5 µM;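 active = pattern-corrected inhibition above about 35%, with an unprinted fluorescence ratio check between 0.5 and 1.5, limit read from the data, passing the limit was not always enough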;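 also: 0% = enzyme with substrate and 100% = substrate without enzyme; some results filed as inactive read as strong as hits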
Target sequence (Q92905 whole entry, looked up, one chain of several): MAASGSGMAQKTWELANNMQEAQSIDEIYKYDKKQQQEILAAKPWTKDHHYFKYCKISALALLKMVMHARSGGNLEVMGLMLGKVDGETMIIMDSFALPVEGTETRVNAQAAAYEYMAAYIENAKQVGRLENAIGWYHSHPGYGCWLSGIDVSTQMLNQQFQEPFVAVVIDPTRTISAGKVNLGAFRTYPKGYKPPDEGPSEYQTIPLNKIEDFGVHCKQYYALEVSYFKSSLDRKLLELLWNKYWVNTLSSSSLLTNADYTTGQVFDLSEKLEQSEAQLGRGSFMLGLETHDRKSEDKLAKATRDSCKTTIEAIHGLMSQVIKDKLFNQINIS
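Material: human Csn5 produced in HEK293T cells; Input: enzyme 0.24 nM; Reagent: SCFSkp2-Nedd8OG substrate at 10 nM final; Dosing: 12.5 µM compound; Incubation: 90 min reaction at room temperature; Detection: fluorescence polarization of the substrate; Evaluation: % inhibition of substrate cleavage by Csn5; Control set: substrate-only high control, full reaction low control.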
Rin1 Abl inh: blocks binding of human Rin1 to Abl. TR-FRET Rin1/Abl binding, biochemical. P00519+Q13671. 360,000 tested, 0.4% active. inhibition, % at 7.35 µM; in the data active = inhibition above about 5%, passing the limit was not always enough
Neddyl block: inhibitors of human cullin neddylation; calls only at 25 µM; TR-FRET cullin neddylation, biochemical; P61081+Q13564; AID 651699; 360,000 tested, 0.58% active; in the data active = inhibition above about 36%
Target sequence (P61081 whole entry, looked up): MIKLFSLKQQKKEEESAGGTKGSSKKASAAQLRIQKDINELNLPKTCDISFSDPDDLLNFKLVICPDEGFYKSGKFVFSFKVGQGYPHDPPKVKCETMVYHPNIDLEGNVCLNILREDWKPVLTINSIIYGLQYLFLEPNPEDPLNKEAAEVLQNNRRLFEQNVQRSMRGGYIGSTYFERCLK
Target sequence (Q13564 whole entry, looked up): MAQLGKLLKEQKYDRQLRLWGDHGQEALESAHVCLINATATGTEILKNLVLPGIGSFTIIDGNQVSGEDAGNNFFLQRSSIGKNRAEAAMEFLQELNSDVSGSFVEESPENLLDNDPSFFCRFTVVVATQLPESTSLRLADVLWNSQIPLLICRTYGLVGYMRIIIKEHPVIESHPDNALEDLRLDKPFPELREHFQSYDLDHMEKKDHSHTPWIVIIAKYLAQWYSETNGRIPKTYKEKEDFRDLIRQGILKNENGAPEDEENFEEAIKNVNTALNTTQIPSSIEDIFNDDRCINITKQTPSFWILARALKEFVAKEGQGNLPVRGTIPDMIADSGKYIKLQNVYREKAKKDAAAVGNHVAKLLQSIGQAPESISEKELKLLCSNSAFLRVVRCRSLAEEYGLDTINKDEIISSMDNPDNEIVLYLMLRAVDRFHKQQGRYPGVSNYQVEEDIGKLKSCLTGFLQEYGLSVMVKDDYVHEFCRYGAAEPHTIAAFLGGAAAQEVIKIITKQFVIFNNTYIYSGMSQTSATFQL
E coli Lon inh: inhibitors of E. coli Lon protease; P0A9M0; purified E. coli Lon protease, fluorescence polarization; inhibition, % at 7.94 µM; 360,000 tested, 0.42% active; in the data active = inhibition above about 13%, passing the limit was not always enough;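 also: 0% = enzyme with probe and DMSO and 100% = no enzyme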
MsrA inhibitor: inhibitors of bovine MsrA. purified bovine MsrA, absorbance read-out. inhibition, % at 15.5 µM. 360,000 tested, 0.75% active; in the data active = inhibition above about 4.5%;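 also: 0% = vehicle wells with enzyme and 100% = reference inhibitor wells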
MLLE-PAM2 inh: blocks PAM2 peptide binding to the PABP1 MLLE domain | inhibition, % at 20 µM | GST-MLLE / FITC-PAM2 fluorescence polarization | 360,000 tested, 0.36% active | AID 588489 | P11940; in the data active = inhibition above about 35%, passing the limit was not always enough;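 also: plate controls were DMSO wells with GST-MLLE for no effect and wells lacking GST-MLLE protein for full effect; some results filed as inactive read as strong as hits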
MsrA act: activators of bovine methionine sulfoxide reductase A; purified bovine MsrA, absorbance read-out; activation, % at 10.6 µM; 360,000 tested, 0.3% active; AID 602163; in the data active = activation above about 7.5%;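 also: 0% = vehicle and 100% = reference activator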
* marks the source's active call; other numbers are inactive results.

How did COc1cccc2cc(C(=O)NCc3ccc(F)cc3)c(=N)oc12 do in these assays?
TbMetRS inhib: -0.4; FAS-TE inh: -4; CSN inh: 11; Rin1 Abl inh: 0; Neddyl block: inactive; E coli Lon inh: -8; MsrA inhibitor: -1.6; MLLE-PAM2 inh: -126; MsrA act: -2

What do the screens show for `CC(C)n1nc(C(=O)Oc2cccc(Cl)c2Cl)c2ccccc2c1=O`?
TbMetRS inhib: -1.4; FAS-TE inh: 0; CSN inh: 2; Rin1 Abl inh: -3; Neddyl block: inactive; E coli Lon inh: -6; MsrA inhibitor: 0.5; MLLE-PAM2 inh: -7; MsrA act: -3

What do the screens show for `Fc1ccc(Sc2ccccc2CNC2=NCCN2)cc1`?
TbMetRS inhib: 1.5; FAS-TE inh: -16; CSN inh: 7; Rin1 Abl inh: 0; Neddyl block: inactive; E coli Lon inh: 5; MsrA inhibitor: 1.0; MLLE-PAM2 inh: -98; MsrA act: -4

How did CCc1ccc(CN(C)C(=O)CCc2nnc(COc3ccccc3)o2)cc1 do in these assays?
TbMetRS inhib: -0.8; FAS-TE inh: 5; CSN inh: 5; Rin1 Abl inh: 1; Neddyl block: inactive; E coli Lon inh: -6; MsrA inhibitor: -0.1; MLLE-PAM2 inh: 4; MsrA act: -2

How did COc1ccc(-c2c[n+]3c(n2-c2ccccc2)SCC3)cc1OC do in these assays?
TbMetRS inhib: -0.4; FAS-TE inh: -5; CSN inh: -7; Rin1 Abl inh: -2; Neddyl block: inactive; E coli Lon inh: 0; MsrA inhibitor: -0.5; MLLE-PAM2 inh: 7; MsrA act: -3

Results for O=C(CCCCl)NC1=NN(c2ccccc2)C(=O)C1 ?
TbMetRS inhib: 0.0; FAS-TE inh: -7; CSN inh: -3; Rin1 Abl inh: 1; Neddyl block: inactive; E coli Lon inh: -4; MsrA inhibitor: 0.2; MLLE-PAM2 inh: 8; MsrA act: 3

What do the screens show for `CCC(NS(=O)(=O)c1c(C)[nH]c(=O)[nH]c1=O)C12CC3CC(CC(C3)C1)C2` (configuration not stated)?
TbMetRS inhib: -0.2; FAS-TE inh: -3; CSN inh: 3; Rin1 Abl inh: -1; Neddyl block: inactive; E coli Lon inh: -6; MsrA inhibitor: -0.8; MLLE-PAM2 inh: 0; MsrA act: -6

Results for CCc1nc2ccc(C(=O)N(C)CC(=O)Nc3ccc(F)c(F)c3F)cc2nc1CC ?
TbMetRS inhib: 0.2; FAS-TE inh: -3; CSN inh: 0; Rin1 Abl inh: 1; Neddyl block: inactive; E coli Lon inh: -11; MsrA inhibitor: -0.1; MLLE-PAM2 inh: -24; MsrA act: -2

How did Cc1cc(CNC(=O)C2CCC(=O)N(Cc3cccc(C(F)(F)F)c3)C2)no1 (configuration not stated) do in these assays?
TbMetRS inhib: 0.1; FAS-TE inh: -5; CSN inh: 2; Rin1 Abl inh: 2; Neddyl block: inactive; E coli Lon inh: 10; MsrA inhibitor: 0.6; MLLE-PAM2 inh: 7; MsrA act: -4

What do the screens show for `Cc1ccc(OCC(=O)N/N=C/c2cn(Cc3ccccc3)c3ccccc23)cc1`?
TbMetRS inhib: -0.7; FAS-TE inh: 20; CSN inh: -5; Rin1 Abl inh: -1; Neddyl block: inactive; E coli Lon inh: -4; MsrA inhibitor: 1.1; MLLE-PAM2 inh: -4; MsrA act: 2

What do the screens show for `Cc1cccn2c(=O)c3cc(S(=O)(=O)c4ccccc4)c(=N)n(Cc4ccco4)c3nc12`?
TbMetRS inhib: -1.9; FAS-TE inh: -1; CSN inh: -3; Rin1 Abl inh: -2; E coli Lon inh: -9; MsrA inhibitor: 0.4; MLLE-PAM2 inh: 9; MsrA act: -15

Results for CC(=O)c1ccc(NC(=O)CSc2nnc(-c3ccoc3C)n2Cc2ccccc2)cc1 ?
TbMetRS inhib: 0.3; FAS-TE inh: 7; CSN inh: 0; Rin1 Abl inh: -3; Neddyl block: inactive; E coli Lon inh: 5; MsrA inhibitor: -0.4; MLLE-PAM2 inh: -12; MsrA act: 0

What do the screens show for `Clc1cc(Br)ccc1OCCN1CCOCC1`?
TbMetRS inhib: 2.8; FAS-TE inh: -8; CSN inh: -2; Rin1 Abl inh: 1; Neddyl block: inactive; E coli Lon inh: -3; MsrA inhibitor: -1.0; MLLE-PAM2 inh: 13; MsrA act: -9

Results for O=C(Nc1ccccc1)c1cc(C2CCCCN2C(=O)c2ccc3c(c2)CCO3)on1 (configuration not stated) ?
TbMetRS inhib: -0.5; FAS-TE inh: 6; CSN inh: -5; Rin1 Abl inh: 2; Neddyl block: inactive; E coli Lon inh: -3; MsrA inhibitor: -0.3; MLLE-PAM2 inh: 12; MsrA act: -7

Results for CCc1nc2ccc(C(=O)NCCN3CCCC3)cn2c1N(C)Cc1ccc(OC)cc1 ?
TbMetRS inhib: 0.4; FAS-TE inh: -3; CSN inh: -3; Rin1 Abl inh: 0; Neddyl block: inactive; E coli Lon inh: -2; MsrA inhibitor: 0.5; MLLE-PAM2 inh: -9; MsrA act: 0

What do the screens show for `O=C1/C(=C\c2ccc(-c3ccccc3Cl)o2)SC(=S)N1CC1CCCO1` (configuration not stated)?
TbMetRS inhib: -1.1; FAS-TE inh: -17; CSN inh: 7; Rin1 Abl inh: 3; Neddyl block: inactive; E coli Lon inh: -9; MsrA inhibitor: 0.0; MLLE-PAM2 inh: -78; MsrA act: 0

What do the screens show for `COc1ccc(C(=O)N/C(=C\c2cn(S(=O)(=O)N(C)C)c3ccccc23)C(=O)N2CCN(C)CC2)cc1`?
TbMetRS inhib: 0.1; FAS-TE inh: 9; CSN inh: -1; Rin1 Abl inh: 0; Neddyl block: inactive; E coli Lon inh: -4; MsrA inhibitor: 2.5; MLLE-PAM2 inh: 1; MsrA act: -3

Results for Cc1cc(C(=O)Nc2ccccc2C(F)(F)F)no1 ?
TbMetRS inhib: 0.0; FAS-TE inh: -3; CSN inh: -2; Rin1 Abl inh: 1; Neddyl block: inactive; E coli Lon inh: 1; MsrA inhibitor: -0.9; MLLE-PAM2 inh: -11; MsrA act: -2

Results for CCc1nc(Nc2ccc3c(c2)OCO3)c2oc3ccccc3c2n1 ?
TbMetRS inhib: -0.3; FAS-TE inh: 9; CSN inh: -4; Rin1 Abl inh: -1; E coli Lon inh: -6; MsrA inhibitor: 0.0; MLLE-PAM2 inh: 8; MsrA act: 1

Results for CCSc1sccc1C1C(C#N)=C(N)N(c2cccnc2)C2=C1C(=O)CC(C)(C)C2 (configuration not stated) ?
TbMetRS inhib: -1.2; FAS-TE inh: 1; CSN inh: 5; Rin1 Abl inh: -2; Neddyl block: inactive; E coli Lon inh: -4; MsrA inhibitor: 0.8; MLLE-PAM2 inh: 4; MsrA act: -9

What do the screens show for `CN1CCSc2ccc(C(=O)Nc3cccc(F)c3)cc21`?
TbMetRS inhib: -0.4; FAS-TE inh: 21; CSN inh: -7; Rin1 Abl inh: 0; E coli Lon inh: 3; MsrA inhibitor: 0.6; MLLE-PAM2 inh: -2; MsrA act: -3

How did CC1(C(=O)OCC(=O)Nc2ccc(S(=O)(=O)N3CCOCC3)cc2)CC1(Cl)Cl (configuration not stated) do in these assays?
TbMetRS inhib: -0.4; FAS-TE inh: 6; CSN inh: 0; Rin1 Abl inh: 3; Neddyl block: inactive; E coli Lon inh: -10; MsrA inhibitor: 0.8; MLLE-PAM2 inh: 0; MsrA act: -5

What do the screens show for `O=C1CC(c2ccc(Cl)cc2)n2nc(N3C(=O)c4ccccc4C3=O)nc2N1` (configuration not stated)?
TbMetRS inhib: -0.3; FAS-TE inh: -1; CSN inh: -5; Rin1 Abl inh: -2; Neddyl block: inactive; E coli Lon inh: 0; MsrA inhibitor: 0.3; MLLE-PAM2 inh: 1; MsrA act: 1

What do the screens show for `O=C(OCC(=O)c1c[nH]c2ccccc12)c1ccc([N+](=O)[O-])s1`?
TbMetRS inhib: 10*; FAS-TE inh: 26; CSN inh: -6; Rin1 Abl inh: 0; Neddyl block: inactive; E coli Lon inh: 2; MsrA inhibitor: 3.8; MLLE-PAM2 inh: -3; MsrA act: 16*

What do the screens show for `CCOC(=O)C1=C(COC(=O)c2sccc2C)NC(=O)NC1C` (configuration not stated)?
TbMetRS inhib: -0.4; FAS-TE inh: -3; CSN inh: -6; Rin1 Abl inh: 3; Neddyl block: inactive; E coli Lon inh: -7; MsrA inhibitor: -0.2; MLLE-PAM2 inh: -7; MsrA act: -3

How did CCCCc1nc2c(C)c(N)cnc2n1Cc1cccc([N+](=O)[O-])c1 do in these assays?
TbMetRS inhib: 0.1; FAS-TE inh: 2; CSN inh: -2; Rin1 Abl inh: 0; Neddyl block: inactive; E coli Lon inh: -7; MsrA inhibitor: -1.5; MLLE-PAM2 inh: -23; MsrA act: 4

How did CCOc1cc(C(=O)Nc2cc3c(cc2N2CCOCC2)n(C)c(=O)n3C)cc(OCC)c1OCC do in these assays?
TbMetRS inhib: -0.4; FAS-TE inh: -11; CSN inh: -1; Rin1 Abl inh: -3; Neddyl block: inactive; E coli Lon inh: -8; MsrA inhibitor: -1.1; MLLE-PAM2 inh: 4; MsrA act: -3

What do the screens show for `COc1cc(CC(=O)OCC(=O)NC2CCCCC2C)cc(OC)c1OC` (configuration not stated)?
TbMetRS inhib: -0.2; FAS-TE inh: 1; CSN inh: -7; Rin1 Abl inh: 5; Neddyl block: inactive; E coli Lon inh: -1; MsrA inhibitor: -0.7; MLLE-PAM2 inh: 2; MsrA act: -4

What do the screens show for `CS(=O)c1ccccc1-c1nc(-c2ccc([N+](=O)[O-])cc2)no1` (configuration not stated)?
TbMetRS inhib: -0.3; FAS-TE inh: 3; CSN inh: 4; Rin1 Abl inh: 0; Neddyl block: inactive; E coli Lon inh: 2; MsrA inhibitor: 0.7; MLLE-PAM2 inh: -20; MsrA act: 0

Results for CCOc1cc(-c2nc(-c3ccccc3OC)no2)cc(OCC)c1OCC ?
TbMetRS inhib: -1.3; FAS-TE inh: 30; CSN inh: -4; Rin1 Abl inh: 1; Neddyl block: inactive; E coli Lon inh: -1; MsrA inhibitor: -0.1; MLLE-PAM2 inh: -6; MsrA act: -4

How did O=C(Nc1ccc(N2CCOCC2)nc1)c1c(F)cccc1F do in these assays?
TbMetRS inhib: -0.6; FAS-TE inh: -3; CSN inh: -9; Rin1 Abl inh: -2; Neddyl block: inactive; E coli Lon inh: 0; MsrA inhibitor: 0.0; MLLE-PAM2 inh: 19; MsrA act: 0

How did Cc1ccccc1NC(=O)CSC(N)=O do in these assays?
TbMetRS inhib: -1.2; FAS-TE inh: -29; CSN inh: 10; Rin1 Abl inh: 1; Neddyl block: inactive; E coli Lon inh: 13; MsrA inhibitor: -1.0; MLLE-PAM2 inh: 38; MsrA act: -2

How did COc1ccc(CNC(=O)C(C)N2C(=O)NC3(CCCCCCC3)C2=O)cc1 (configuration not stated) do in these assays?
TbMetRS inhib: 0.0; FAS-TE inh: -1; CSN inh: -2; Rin1 Abl inh: -1; Neddyl block: inactive; E coli Lon inh: 8; MsrA inhibitor: 0.2; MLLE-PAM2 inh: -10; MsrA act: -2

What do the screens show for `COc1ccc(NC(=S)N2CCN(Cc3cccc(F)c3)CC2)c(OC)c1`?
TbMetRS inhib: -0.5; FAS-TE inh: -2; CSN inh: 8; Rin1 Abl inh: 4; Neddyl block: inactive; E coli Lon inh: -11; MsrA inhibitor: 1.0; MLLE-PAM2 inh: -79; MsrA act: -2
